# All columns: NCI-60 one-dose screen, growth in % after 48 h at 10 µM unless noted; 100 = growth as untreated, 0 = no growth, -100 = all killed.
# MCF7: MCF7 breast cancer; actives 6.3% (n = 82,000)
# MDA-MB-435: MDA-MB-435 melanoma; AID 1794794; actives 7.8% (n = 82,000)
# RPMI-8226: RPMI-8226 leukemia cells; actives 7.5% (n = 77,000)
# MDA-MB-468: MDA-MB-468 breast cancer; actives 8.5% (n = 78,000); AID 2202374
# SR: SR leukemia cells | AID 1794780 | actives 8.7% (n = 73,000)
# MDA-MB-231: MDA-MB-231 breast cancer. actives 5% (n = 81,000). AID 1794789
# MOLT-4: MOLT-4 leukemia cells. actives 6.9% (n = 80,000)
# K-562: K-562 leukemia; actives 7.4% (n = 78,000)
# Numbers without * were called inactive; · = not tested or not shown; & = joins results of further samples. The calls were made as follows: active = growth percent below 10; inactive = the rest.
# Results follow in this order: MCF7	MDA-MB-435	RPMI-8226	MDA-MB-468	SR	MDA-MB-231	MOLT-4	K-562
> CC(=O)Nc1ccc(C(=O)/C=C/c2ccc(N(C)CCOS(=O)(=O)c3ccc(C)cc3)cc2)c(O)c1
  44.1	82.4	65.7	68.6	·	104.9	18.7	50.8
> COc1ccc(/C=C/C(=O)C(CC2CCC2)C(=O)/C=C/c2ccc(OC)c(OC)c2)cc1OC
  6.9*	-11.5*	-7.7*	-22.2*	-17.0*	6.7*	4.1*	1.5*
> Cn1cc(-c2nc(-c3cccnc3)cs2)c2cc(F)ccc21
  93.7	81.2	·	87.8	85.5	87.1	79.6	95.6
> CC1=C(C)C(=O)N(Cc2ccccc2)C(c2cn(-c3ccccc3)nc2C)O1 (stereo not given)
  95.3	105.9	94.7	104.6	95.3	101.3	94.3	92.9
> O=c1oc2c(O)cc(O)cc2cc1-c1ccccc1
  88.9	97.8	89.2	90.5	102.5	105.2	73.2	94.7
> CC(=O)O[C@]1(C(C)=O)CC[C@H]2[C@@H]3C[C@H](C(F)(F)F)C4=CC(=O)CC[C@]4(C)[C@H]3CC[C@@]21C
  37.7	109.3	49.4	53.4	83.1	92.2	85.7	86.4
> O=C1Nc2ccccc2/C1=C/c1ccc(CO)n1-c1ccc(O)cc1
  89.9	97.3	98.9	94.4	99.9	86.2	97.1	93.1
> CCN(CCO)CC(=O)c1cc(Cl)cc(Cl)c1Cl
  98.9	104.9	97.1	110.0	95.4	103.5	90.5	99.2
> CS(=O)(=O)c1ccc(-c2nc3ccccc3n2CC(=O)N/N=C/c2ccc(Cl)cc2)cc1
  79.6	94.0	89.8	92.7	87.4	85.3	94.6	98.3
> Cc1cc(=O)[nH]c(=O)n1Cc1cn(-c2cc3ccccc3oc2=O)nn1
  89.8	108.4	99.9	110.7	113.0	98.7	108.6	94.9
> Cc1ccc(-c2nn(-c3ccccc3)cc2/C=C/c2nnc(-c3ccc(F)cc3)o2)cc1
  94.3	108.1	83.2	102.8	98.0	104.0	101.7	101.3
> O=C1CCCc2cc3c(ccc4ccccc43)cc21
  73.3	106.1	·	94.0	81.9	88.7	79.5	94.0
> CCOc1ccc2nc(SCc3nc4n(n3)S(=O)(=O)c3ccccc3N4C)sc2c1
  47.3	60.8	30.7	·	·	10.5	4.8*	34.8
> CC(C)Sc1nc(NNC(N)=S)c(C#N)c(-c2ccc(F)cc2)n1
  99.1	107.7	·	98.4	·	98.0	95.7	92.5
> CC(C)c1cc(C(C)C)c(S(=O)(=O)Oc2ccc(NC(=O)C3CCCCCCC3)cc2)c(C(C)C)c1
  69.5	86.0	48.8	50.6	66.7	79.9	63.3	53.0
> NCCCNC1CCCCC1
  98.5	108.7	89.6	112.8	98.3	115.5	101.9	103.5
> CC(=O)Oc1cc2c(cc1OC(C)=O)C(=O)CCCC2
  92.5	101.9	96.6	82.2	92.8	107.6	100.3	114.0
> CCSC(=O)c1ccc([N+](=O)[O-])o1
  94.4	·	105.0	108.7	104.3	103.8	103.0	111.7
> CC(=O)Nc1cccc(Nc2nc(N[C@H](C)c3ccccc3)c3ccccc3n2)c1
  27.8	24.3	-20.3*	6.7*	-7.5*	57.8	16.8	5.9*
> N=C(N)c1ccc(-c2cccs2)cn1
  62.3	96.7	·	51.2	80.4	97.9	90.3	57.1
> c1ccc(CCc2ccccc2)cc1
  108.6&104.0	114.1&123.3	107.2&105.7	95.6&88.7	86.7&104.5	95.9&104.1	102.4&112.1	109.6&122.5
> O=c1nc(N2CCOCC2)oc2c(-c3ccsc3)cccc12
  77.7	96.2	96.6	85.0	78.1	93.2	90.4	101.0
> O=C(COc1ccc(Cl)cc1)Nc1cc(Cl)ccc1Cl
  64.3	107.2	89.8	88.2	95.6	75.6	110.4	105.3
> CS(=O)(=O)Nc1cccc(C(=O)NCc2ccc(N3CCOCC3)cc2)c1
  99.0	105.0	99.7	93.0	93.3	120.7	93.2	92.4
> COc1ccc(C(=O)C(O)c2ccccc2)cc1 (stereo not given)
  93.1	102.0	107.2	96.3	99.7	98.7	104.7	114.1
> N#Cc1c(-c2cc(=O)oc3ccc(Cl)cc23)cc(-c2cc3ccccc3oc2=O)nc1N
  85.3	100.6	84.9	82.9	86.5	87.1	·	88.7
> COc1cc(-c2nc3ccc(-c4nnc(SCc5ccccc5)o4)cc3[nH]2)cc(OC)c1OC
  48.4	24.8	44.3	63.4	37.2	89.5	45.6	32.5
> CCOC(=O)c1cc(-c2ccc(F)cc2)n(-c2ccc(C(=O)O)c(O)c2)c1C
  70.1	44.6	24.8	58.0	52.9	81.2	58.2	·
> CCOC(=O)C/C(=N\Nc1cc(=O)n(C)c2ccccc12)C(=O)OCC
  90.4	99.4	106.4	108.0	115.1	100.8	105.6	102.6
> CC(=O)CC(=O)OC1CCCCC1
  102.7	113.6	87.6	·	125.8	94.2	93.1	75.4
> CCCN1CCc2cc(OC)c(OC)cc2C1Cc1ccc(OC)c(OC)c1 (stereo not given)
  102.9	118.5	95.5	120.4	95.9	102.9	91.7	81.1
> N=C(N)SCCSC(=N)N
  111.4	111.2	100.1	112.3	97.8	103.2	88.4	93.2
> CC1=N/C(=C\c2ccc(F)cc2)C(=O)N1CCc1ccc(S(=O)(=O)NC(=S)NCc2ccccc2)cc1
  76.2	98.3	83.1	61.2	72.7	62.8	63.4	81.2
> Cc1ccc(N(C(=O)C2CC2c2ccc(F)c(F)c2)C(C(=O)NCCN2CCOCC2)c2ccc(Br)cc2)cc1 (stereo not given)
  96.8	101.4	93.7	92.4	92.2	100.1	83.7	104.0
> COc1cnc2c(c1)C(=O)c1c-2n(CCCNCCO)c(=O)c2cc(F)ccc12
  110.7	108.0	104.8	105.7	105.3	107.6	113.5	106.9
> CCOC(=O)c1c2ncccc2n2c(=O)n(-c3cccc(Cl)c3)nnc12
  103.8	34.5	87.8	·	116.4	85.1	100.6	73.1
> Oc1ccc(Cc2nccc3cc(O)c(O)cc23)cc1O
  80.6	101.8	101.4	·	73.2	79.1	84.1	78.2
> CCc1nnc(Nc2ccc(Br)cc2)o1
  96.4	99.0	95.0	100.5	82.9	95.7	79.5	90.2
> Cc1cc(C)c(NC(=O)c2sc3nc4c(cc3c2N)CCCCCC4)c(C)c1
  24.3	4.6*	66.3	40.1	23.3	88.2	36.3	16.8
> Nc1nc2[nH]c(=S)[nH]c2c(=O)[nH]1
  103.1	103.3	99.2	96.1	103.0	112.0	104.4	113.2

# The list goes on; it opens with the two that closed the last part.
# Results follow in this order: MCF7	MDA-MB-435	RPMI-8226	MDA-MB-468	SR	MDA-MB-231	MOLT-4	K-562
> Cc1cc(C)c(NC(=O)c2sc3nc4c(cc3c2N)CCCCCC4)c(C)c1
  24.3	4.6*	66.3	40.1	23.3	88.2	36.3	16.8
> Nc1nc2[nH]c(=S)[nH]c2c(=O)[nH]1
  103.1	103.3	99.2	96.1	103.0	112.0	104.4	113.2
> CCCCCCNC(=O)Oc1ccc(/C(=C(/C)Cc2ccc(OC)cc2)c2ccc(OCCCN(C)C)cc2)cc1
  8.7*	19.5	-20.4*	-17.3*	-53.3*	32.6	-12.3*	-51.8*
> C=CCn1c2c(c3ccccc31)CC1CN(c3ccc(C)cc3)C(=O)C1C2C(=O)O (stereo not given)
  93.1	100.8	101.0	104.5	111.1	100.1	104.3	100.8
> c1ccc2c(c1)C[C@@H]1OC(C3(C4=N[C@@H]5c6ccccc6C[C@@H]5O4)CC3)=N[C@H]21
  93.6	99.9	95.7	89.4	87.3	102.7	92.3	87.7
> COc1cc2nc(Cl)nc(Nc3cccc(C4=NN(C=O)C(c5ccc(Br)cc5)C4)c3)c2cc1OC (stereo not given)
  92.0	97.3	75.9	109.9	100.1	90.0	72.2	86.2
> Cc1nn(-c2ccccc2)c2c1C1C(=C(c3cccs3)N2)C(=O)N(Cc2ccccc2)c2ccccc21 (stereo not given)
  51.4	93.0	82.3	60.9	78.1	102.6	68.0	73.6
> C=C1C(=O)O[C@H]2[C@H]1CC/C(COC(=O)/C=C\C(=O)NCc1ccc(Cn3c(=O)sn(CCCl)c3=O)cc1)=C\CC[C@@]1(C)O[C@@H]21
  61.8	65.8	74.8	43.0	15.5	90.0	35.1	28.9
> CC(C)CCC[C@@H](C)[C@H]1CC[C@H]2[C@@H]3CC=C4c5sc(Nc6ccccc6[N+](=O)[O-])nc5CC[C@]4(C)[C@H]3CC[C@]12C
  ·	103.3	96.3	105.6	90.0	109.5	101.0	96.4
> O=S(=O)(Oc1ccc(-c2cn3ccoc3n2)cc1)c1cccc(C(F)(F)F)c1
  89.5	100.7	94.4	86.9	100.4	101.8	102.8	100.6
> COc1ccc(CCNC(=O)c2ccc(Cl)cc2)cc1OC
  96.5	108.3	108.6	106.7	97.1	113.6	93.4	100.0
> COc1ccc(Cn2cc(C(=O)N=Nc3c(O)[nH]c4c(F)cccc34)nn2)cc1
  94.1	101.7	89.7	89.6	90.3	96.3	96.5	88.0
> COc1cccc(C(=O)Nc2cccc(-c3cn(-c4ccc(S(N)(=O)=O)cc4)nn3)c2)c1
  89.3	113.4	101.3	113.1	88.2	102.6	103.0	104.2
> O=C(O)CC(C(=O)O)=C(c1ccccc1)c1ccccc1
  99.1	98.8	98.9	110.3	99.9	122.2	100.7	106.5
> COc1ccc2c(ccn2C(=O)N2c3ccccc3Sc3ccccc32)c1
  29.6	-18.9*	16.8	21.8	22.0	64.5	37.2	18.7
> COc1ccc(C(O)c2cc3c(N)c(C(=O)Nc4ccccc4)sc3nc2C)cc1 (stereo not given)
  13.4	-15.1*	5.8*	9.9*	-15.3*	-11.2*	11.4	3.6*
> Cn1c(SCC(=O)N/N=C/c2ccc(C(F)(F)F)cc2)nc2ccccc2c1=O
  71.6	80.8	72.3	80.4	72.4	85.3	70.5	66.1
> CC(C)NC[C@H](O)COc1cccc2ccccc12
  99.4	103.5	101.9	93.5	103.4	107.4	104.7	103.5
> CCCc1cc2c(cc1Br)OCO2
  95.0	110.3	112.7	114.9	111.0	112.7	110.3	121.2
> NCCCN
  96.7	109.1	·	107.4	101.2	105.8	112.3	103.2
> S=c1cc(-c2ccccc2)ss1
  85.5	114.4	104.5	101.7	88.4	95.8	88.1	94.4
> CC(C)Sc1nc(Nc2ccccc2)c(C#N)c(-c2ccccc2)n1
  41.8	38.0	107.3	39.6	43.6	71.3	87.2	51.3

# Only K-562, for some of the entries so far:
molecule	K-562
C=C1C(=O)O[C@H]2[C@H]1CC/C(COC(=O)/C=C\C(=O)NCc1ccc(Cn3c(=O)sn(CCCl)c3=O)cc1)=C\CC[C@@]1(C)O[C@@H]21	28.9
CC(C)CCC[C@@H](C)[C@H]1CC[C@H]2[C@@H]3CC=C4c5sc(Nc6ccccc6[N+](=O)[O-])nc5CC[C@]4(C)[C@H]3CC[C@]12C	96.4
O=S(=O)(Oc1ccc(-c2cn3ccoc3n2)cc1)c1cccc(C(F)(F)F)c1	100.6
COc1ccc(CCNC(=O)c2ccc(Cl)cc2)cc1OC	100.0
COc1ccc(Cn2cc(C(=O)N=Nc3c(O)[nH]c4c(F)cccc34)nn2)cc1	88.0
COc1cccc(C(=O)Nc2cccc(-c3cn(-c4ccc(S(N)(=O)=O)cc4)nn3)c2)c1	104.2

# (further entries)
# Results follow in this order: MCF7	MDA-MB-435	RPMI-8226	MDA-MB-468	SR	MDA-MB-231	MOLT-4	K-562
> OCC1COC(c2ccccc2)=N1 (stereo not given)
  99.0	105.3	101.0	110.4	·	111.5	94.8	93.6
> CCOC(=O)C1CCC(=O)C(CC)=C1C (stereo not given)
  94.9	116.0	107.6	108.2	107.8	115.5	107.5	106.9
> Cc1ccc(C2=Nc3c(N)ncnc3NC(c3cccc(Nc4ccnc5cc(C(F)(F)F)ccc45)c3)C2)cc1 (stereo not given)
  8.1*	-55.4*	-26.6*	24.8	-19.3*	29.6	-2.4*	5.7*
> CCCn1c(=O)c2[nH]c(-c3ccc(OCc4nc5ccccc5[nH]4)cc3)nc2n(CCC)c1=O
  17.4	67.0	40.0	23.6	39.0	-42.6*	70.7	76.0
> Cc1ccc(S(=O)(=O)N(C)Cc2ccccc2)cc1
  103.5	111.2	93.4	89.6	101.9	96.4	97.9	100.4
> CCCn1c(=O)c2c(nc(NCCc3ccc(O)c(O)c3)n2C)n(C)c1=O
  97.3	90.2	78.4	104.1	·	96.5	·	94.7
> O=S(=O)(c1ccc2c(c1)CCCN2)N1CCC[C@H]2CCCC[C@@H]21
  95.0	64.8	51.9	40.1	·	86.7	69.7	·
> CCOC(=O)Nc1ccc([N+](=O)[O-])cc1
  98.2	104.7	95.3	102.5	91.1	127.8	93.1	80.6
> NC(=O)SCC(=O)Nc1cccc2ccccc12
  97.9	108.3	111.5	112.5	117.3	109.6	96.0	112.5
> Cc1cc(C)c2c(-n3nnc(C#N)c3N)nn(C)c2n1
  92.1	89.9	96.9	99.1	97.1	98.5	94.3	88.0
> CCCCCCCCCCCCCCCCCC1=NC(C)(C)CO1
  97.6	100.8	·	91.9	90.2	97.8	88.2	80.6
> CCCCC(=O)O[C@H]1CCC2C3CCc4cc(O)ccc4C3CC[C@@]21C (stereo not given in full)
  117.4	82.6	76.5	99.9	74.3	91.2	72.8	74.7
> CCN(Cc1ccccc1)c1nc(N)nc2[nH]ncc12
  99.5	112.4	89.5	102.5	87.1	100.8	97.8	96.5
> O=C(O)CCN1C(=O)/C(=C/c2cccs2)SC1=S
  92.4	97.2	·	111.5	87.5	101.6	96.1	95.9
> COc1cccc(C)c1C
  91.9	99.8	95.5	112.4	86.9	105.5	98.0	97.7

# Retrieved one by one from the list above, 2 records:
# Results follow in this order: MCF7	MDA-MB-435	RPMI-8226	MDA-MB-468	SR	MDA-MB-231	MOLT-4	K-562
> NC(=O)SCC(=O)Nc1cccc2ccccc12
  97.9	108.3	111.5	112.5	117.3	109.6	96.0	112.5
> CCOC(=O)Nc1ccc([N+](=O)[O-])cc1
  98.2	104.7	95.3	102.5	91.1	127.8	93.1	80.6

# From PubChem BioAssay
